Source: PubChem
SRC2 inh = human SRC2 (NCOA2) inhibition; actives 0.17% (n = 370,000); HEK293 GAL4-SRC2 luciferase reporter, luminescence; Q15596; inhibition, % at 9 µM;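 active = inhibition above the mean inhibition of all tested compounds plus 3 SD, set per campaign, cut at about 52% in these data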;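 also: 0% = DMSO treated cells and 100% = cells given Gossypol at 36 µM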
Vif imaging = inhibitors of HIV Vif | inhibition, % at 7.49 µM | AID 602346 | actives 0.35% (n = 340,000) | HEK293T cells, Vif self-association by quenched fluorescence, imaging, 24 h; in the data active = inhibition above about 50%, passing the limit was not always enough; also: some results filed as inactive read as strong as hits
C8 TRAIL sens = sensitizes caspase-8 expressing cells to TRAIL. inhibition (viability loss, TRAIL sensitization), % at 10 µM. actives 1% (n = 360,000). NB7+C8 cells + TRAIL, ATPlite viability luminescence;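 active = compounds causing at least 50% loss of cell viability in the single-dose screen, relative to plate controls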
NOD2-RIPK2 inh = blocks binding of human NOD2 to RIPK2; O43353; actives 0.38% (n = 360,000); inhibition, % at 4.98 µM; CHO BLA complementation NOD2-RIPK2, CCF4 ratio; AID 624267; in the data active = inhibition above about 21%;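 also: 0% = vehicle only and 100% = reference blocker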
SRC1 inh = inhibits human SRC1 coactivator | HEK293 GAL4-SRC1 luciferase reporter, luminescence | inhibition, % at 3.6 µM | actives 0.12% (n = 360,000) | AID 588354;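 active = inhibition above the campaign mean plus 3 SD, with each screening campaign given its own cutoff, cut at about 60% in these data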;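 also: 0% = DMSO treated cells and 100% = gossypol at 36 µM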
NCOA3 inh = human NCOA3 inhibition. Q9Y6Q9. HEK293 GAL4-SRC3 luciferase reporter, luminescence. inhibition, % at 3.6 µM. actives 0.17% (n = 360,000). AID 588352;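 active = inhibition above a per-campaign cutoff, the mean of all compounds plus 3 SD, cut at about 60% in these data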;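 also: 0% = DMSO-treated cells and 100% = gossypol-treated cells at 36 µM; higher means less SRC3-driven luciferase light from the GAL4 reporter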
LRH-1 inv ag = inverse agonists of human LRH-1 (NR5A2) | actives 0.13% (n = 360,000) | HEK293T StAR-luciferase reporter, LRH-1 transfected, 24 h | O00482 | AID 602396 | inhibition, % at 3.6 µM;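 active = inhibition above the mean inhibition of all tested compounds plus 3 SD, cut at about 73% in these data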;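 also: 0% = DMSO wells and 100% = reporter-only cells lacking LRH-1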
EBV LMP1 NFkB = Epstein-Barr LMP1 NF-kappaB reporter inhibition. LMP1-induced NF-kappaB luciferase reporter cells, luminescence. inhibition, % at 12.5 µM. actives 0.69% (n = 350,000). AID 504558; in the data active = inhibition above about 41%;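 also: 0% = neutral control wells and 100% = reference inhibitor control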
TLR9-MyD88 block = blocks human TLR9 binding to MyD88 | AID 504734 | CHO BLA complementation TLR9-MyD88, CCF4 FRET ratio | actives 0.21% (n = 340,000) | inhibition, % at 4.98 µM;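 active = inhibition above the mean over all tested compounds plus 3 SD, cut at about 21% in these data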;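 also: 0% = DMSO only wells and 100% = clavulanate BLA inhibitor control wells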
Target sequence (Q99836 whole entry, looked up): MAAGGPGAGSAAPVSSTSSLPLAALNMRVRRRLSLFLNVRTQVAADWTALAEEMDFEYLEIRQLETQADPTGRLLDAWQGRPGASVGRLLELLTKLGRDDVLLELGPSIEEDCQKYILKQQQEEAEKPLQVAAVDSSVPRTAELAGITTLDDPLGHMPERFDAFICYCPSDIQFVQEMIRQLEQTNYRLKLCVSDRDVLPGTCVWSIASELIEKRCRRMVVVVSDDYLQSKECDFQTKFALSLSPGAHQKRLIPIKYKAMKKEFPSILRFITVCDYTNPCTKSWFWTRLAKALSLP
Target sequence (Q9NR96 whole entry, looked up): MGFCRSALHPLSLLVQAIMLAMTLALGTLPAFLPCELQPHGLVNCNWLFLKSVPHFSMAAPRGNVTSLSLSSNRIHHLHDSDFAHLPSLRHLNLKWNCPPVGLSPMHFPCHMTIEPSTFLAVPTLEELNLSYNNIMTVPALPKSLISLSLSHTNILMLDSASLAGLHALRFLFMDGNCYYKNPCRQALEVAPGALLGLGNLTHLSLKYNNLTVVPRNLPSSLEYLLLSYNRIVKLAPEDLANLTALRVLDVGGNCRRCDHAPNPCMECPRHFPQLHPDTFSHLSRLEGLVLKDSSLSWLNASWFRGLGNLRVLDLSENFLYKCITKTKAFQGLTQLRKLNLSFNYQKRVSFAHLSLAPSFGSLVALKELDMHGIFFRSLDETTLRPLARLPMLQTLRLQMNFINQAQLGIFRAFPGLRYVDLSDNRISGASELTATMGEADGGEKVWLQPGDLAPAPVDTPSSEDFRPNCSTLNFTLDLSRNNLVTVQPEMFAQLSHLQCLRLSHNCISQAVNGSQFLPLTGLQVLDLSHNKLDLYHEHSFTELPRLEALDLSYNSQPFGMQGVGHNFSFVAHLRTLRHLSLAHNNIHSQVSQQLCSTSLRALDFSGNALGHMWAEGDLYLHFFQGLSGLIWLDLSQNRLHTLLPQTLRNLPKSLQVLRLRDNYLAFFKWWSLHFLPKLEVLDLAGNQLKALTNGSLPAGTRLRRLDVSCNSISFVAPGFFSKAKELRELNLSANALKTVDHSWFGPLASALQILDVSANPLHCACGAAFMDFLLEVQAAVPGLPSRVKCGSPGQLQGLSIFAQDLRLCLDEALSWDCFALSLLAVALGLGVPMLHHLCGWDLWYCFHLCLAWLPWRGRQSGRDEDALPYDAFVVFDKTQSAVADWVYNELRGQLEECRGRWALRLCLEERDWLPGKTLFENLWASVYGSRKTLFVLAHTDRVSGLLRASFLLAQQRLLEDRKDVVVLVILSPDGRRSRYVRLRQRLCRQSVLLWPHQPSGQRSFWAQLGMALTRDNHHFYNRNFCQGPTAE
TROY signal inh = blocks TROY-dependent signaling in reporter cells; Q293 LMP1-TROYcd NF-kB luciferase reporter, 4 h; inhibition, % at 10 µM; actives 0.98% (n = 360,000);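 active = compounds whose plate-normalised and pattern-corrected inhibition of the luciferase reporter signal at the single screening dose is 50% or more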
COUP-TFII inh = inhibitors of human COUP-TFII (NR2F2); HEK293T NGFI-A luciferase reporter, luminescence; AID 686940; actives 0.7% (n = 370,000); inhibition, % at 8.6 µM; P24468;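 active = inhibition above a per-plate cutoff, mean inhibition of test wells between control levels plus 3 SD, cut at about 38% in these data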;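 also: cells cotransfected with COUP-TFII expression vector driving the NGFI-A reporter; 0% = median of COUP-TF2 test wells and 100% = reporter-only cells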
* = called active by the depositor; x = no result given.

SMILES	SRC2 inh	Vif imaging	C8 TRAIL sens	NOD2-RIPK2 inh	SRC1 inh	NCOA3 inh	LRH-1 inv ag	EBV LMP1 NFkB	TLR9-MyD88 block	TROY signal inh	COUP-TFII inh
O=C(c1ccc(NS(=O)(=O)c2ccccc2)cc1)N1CCCC1	20.1	-2.7	-3.1	-10.7	-14.1	9.4	19.8	3.2	-10.5	1.8	-7.8
COC(=O)C1=C(C)N(CCc2cc(OC)c(OC)c(OC)c2)C(=O)N[C@H]1c1ccccc1	-1.4	13.5	4.0	-9.5	-8.5	-16.3	1.7	-5.4	-3.0	-18.4	-39.1
O=C(NC1CCCC1)c1ccccc1OCc1ccccc1	10.2	19.2	-0.4	3.2	-10.7	5.1	7.9	11.0	-4.9	20.7	3.9
Oc1c(CN2CCOCC2)cc(COCc2ccccc2)c2cccnc12	33.0	0.5	53.0*	-2.4	-42.6	22.9	1.1	76.0*	-4.3	8.5	8.2
CCN1CCN(C(=O)Cn2c(=O)sc3ccccc32)CC1	-10.9	10.2	-15.5	-9.3	3.3	6.3	-18.5	1.0	3.5	-5.4	-15.8
CC(C)(C)c1ccc(C(=O)c2c[nH]c(C(=O)NCc3cccs3)c2)cc1	6.0	-4.0	-1.4	12.4	8.4	-14.4	0.3	-15.1	-16.8	-6.3	-8.7
C[C@H](NC(=O)c1ccccc1F)C(=O)N1CCC2(CC1)NCCc1[nH]cnc12	-27.8	-0.2	-12.3	-0.8	5.5	14.4	-3.6	3.4	-2.5	-9.0	-6.8
CC(C)OC(=O)C(C)Nc1n[nH]c(=S)[nH]c1=O (centres undefined)	-17.5	1.6	2.0	7.2	2.1	2.2	-15.8	-4.6	-14.2	-3.2	-19.2
O=C(Cn1ccc(=O)[nH]c1=O)c1ccc([N+](=O)[O-])o1	5.9	x	11.7	-8.1	-2.1	7.8	49.5	-2.9	-4.2	-0.9	5.4
Cc1ccc(CNC(=O)C2CCCN(S(=O)(=O)c3ccc(F)cc3)C2)cc1 (centres undefined)	0.1	9.4	4.5	1.5	5.7	-1.1	-13.7	-3.2	5.4	12.4	13.6
Cc1cc(C)n(-c2ccc(Cl)c(C(=O)Nc3cc(C(F)(F)F)ccc3Cl)n2)n1	-10.3	1.1	19.6	-3.2	-8.3	-14.1	7.2	-4.5	0.7	-11.6	7.3
CCOc1ccc(NC(=O)Nc2nnc(CC)s2)cc1	-59.1	1.6	-10.5	10.3	-27.8	-57.8	-65.4	-5.9	-4.3	-47.6	2.9
CCc1ccc(/C=C2\SC(=S)N(CCC(=O)NCCCN3CCOCC3)C2=O)cc1	-23.8	1.6	25.1	-5.0	-50.8	0.7	2.6	-7.8	4.0	-47.1	-9.7
COc1ccc(-n2c(=S)[nH]c3cc(C(=O)Nc4ccc(OC)c(OC)c4)ccc3c2=O)cc1	0.8	-0.2	-7.1	-3.7	-15.0	0.0	9.4	11.6	7.8	-0.4	-5.9
CCC(C)c1ccccc1N1CC(C(=O)NCCC2=CCCCC2)CC1=O (centres undefined)	13.9	6.3	0.6	-6.3	-1.6	-7.9	9.3	-4.9	-6.1	-9.4	32.4
Cc1ccc(C(=O)COC(=O)c2cn3ccccc3n2)cc1	-25.1	33.0	-0.6	-0.3	-36.4	-44.5	-12.3	-4.5	1.1	-15.6	-12.5
CCCC(=O)Nc1c2c(nn1-c1ccccc1)CSC2	2.3	22.6	-15.1	5.8	10.7	0.0	-3.7	7.3	11.9	13.0	13.7
Cc1ccc(CC(NC(=O)c2ccccc2)C(=O)N2CCCC2C(=O)O)cc1 (centres undefined)	7.3	2.0	-3.8	5.3	-9.4	1.0	-2.6	-6.3	-2.4	3.7	1.5
O=C(C1CCN(S(=O)(=O)c2cnc[nH]2)CC1)N1CCN(Cc2ccc3c(c2)OCO3)CC1	-35.5	35.3	-4.9	-2.9	-12.3	21.0	-7.8	-0.9	5.0	2.3	-14.6
CCOc1cc(NC(=S)NCCCN2CCOCC2)c(OCC)cc1NC(=O)c1ccco1	-8.6	-10.2	-6.0	-13.0	1.1	6.0	1.0	-10.0	-8.2	1.9	16.5
Cc1ccc(-c2noc(-c3ccccc3F)n2)cc1	-61.5	17.0	25.5	-2.4	-120.3	-122.4	-181.6	-34.6	4.4	-37.4	-41.3
CN1CCN(c2ccc(S(=O)(=O)N3CCCCC3)cc2NC(=O)CCc2ccccc2)CC1	-15.5	13.9	11.3	-5.0	-7.2	8.5	-0.4	-2.8	-5.0	-18.0	21.0
Cc1c(CCC(=O)NCCCC(=O)O)c(=O)oc2cc3oc4c(c3cc12)CCCC4	63.4*	0.4	-2.6	-16.9	12.7	2.3	8.7	14.3	-14.1	9.1	48.6*
CCc1cc2c(SCC(=O)N(C)C3CCS(=O)(=O)C3)ncnc2s1 (centres undefined)	5.5	-0.2	3.5	6.2	-1.3	-16.0	1.8	-4.2	15.7	-14.8	-4.7

Part of the list above, reformatted.
Each structure is followed by: SRC2 inh | Vif imaging | C8 TRAIL sens | NOD2-RIPK2 inh | SRC1 inh | NCOA3 inh | LRH-1 inv ag | EBV LMP1 NFkB | TLR9-MyD88 block | TROY signal inh | COUP-TFII inh
- O=C(c1ccc(NS(=O)(=O)c2ccccc2)cc1)N1CCCC1
 : 20.1 | -2.7 | -3.1 | -10.7 | -14.1 | 9.4 | 19.8 | 3.2 | -10.5 | 1.8 | -7.8
- COC(=O)C1=C(C)N(CCc2cc(OC)c(OC)c(OC)c2)C(=O)N[C@H]1c1ccccc1
 : -1.4 | 13.5 | 4.0 | -9.5 | -8.5 | -16.3 | 1.7 | -5.4 | -3.0 | -18.4 | -39.1

2 of the compounds above, field by field.
O=C(Cn1ccc(=O)[nH]c1=O)c1ccc([N+](=O)[O-])o1
  SRC2 inh: 5.9
  Vif imaging: x
  C8 TRAIL sens: 11.7
  NOD2-RIPK2 inh: -8.1
  SRC1 inh: -2.1
  NCOA3 inh: 7.8
  LRH-1 inv ag: 49.5
  EBV LMP1 NFkB: -2.9
  TLR9-MyD88 block: -4.2
  TROY signal inh: -0.9
  COUP-TFII inh: 5.4
Cc1ccc(CNC(=O)C2CCCN(S(=O)(=O)c3ccc(F)cc3)C2)cc1 (centres undefined)
  SRC2 inh: 0.1
  Vif imaging: 9.4
  C8 TRAIL sens: 4.5
  NOD2-RIPK2 inh: 1.5
  SRC1 inh: 5.7
  NCOA3 inh: -1.1
  LRH-1 inv ag: -13.7
  EBV LMP1 NFkB: -3.2
  TLR9-MyD88 block: 5.4
  TROY signal inh: 12.4
  COUP-TFII inh: 13.6

Reformatted with each value named: entries from further up.
> O=C(NC1CCCC1)c1ccccc1OCc1ccccc1
  SRC2 inh: 10.2 | Vif imaging: 19.2 | C8 TRAIL sens: -0.4 | NOD2-RIPK2 inh: 3.2 | SRC1 inh: -10.7 | NCOA3 inh: 5.1 | LRH-1 inv ag: 7.9 | EBV LMP1 NFkB: 11.0 | TLR9-MyD88 block: -4.9 | TROY signal inh: 20.7 | COUP-TFII inh: 3.9
> Oc1c(CN2CCOCC2)cc(COCc2ccccc2)c2cccnc12
  SRC2 inh: 33.0 | Vif imaging: 0.5 | C8 TRAIL sens: 53.0* | NOD2-RIPK2 inh: -2.4 | SRC1 inh: -42.6 | NCOA3 inh: 22.9 | LRH-1 inv ag: 1.1 | EBV LMP1 NFkB: 76.0* | TLR9-MyD88 block: -4.3 | TROY signal inh: 8.5 | COUP-TFII inh: 8.2
> CCOc1cc(NC(=S)NCCCN2CCOCC2)c(OCC)cc1NC(=O)c1ccco1
  SRC2 inh: -8.6 | Vif imaging: -10.2 | C8 TRAIL sens: -6.0 | NOD2-RIPK2 inh: -13.0 | SRC1 inh: 1.1 | NCOA3 inh: 6.0 | LRH-1 inv ag: 1.0 | EBV LMP1 NFkB: -10.0 | TLR9-MyD88 block: -8.2 | TROY signal inh: 1.9 | COUP-TFII inh: 16.5

These rows are one share of the data, so the mix of outcomes need not match the whole.
